# High-throughput results as filed in PubChem.
# Glioma ERSR ind: qHTS for Inducers of the Endoplasmic Reticulum Stress Response (ERSR) in Human Glioma: qHTS; U87-MG GRP78 promoter luciferase reporter, 16 h; Potency, µM, for inactives: at the highest dose activation, actives largely listed as activators; actives 0.02% (n = 420,000); note: potency is the fitted concentration of half-maximal effect; series mostly up to about 76 µM; % of control where 0% means no effect; nearly all actives have a fitted effect of over 35% in size
#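 ERSR induction read as luciferase luminescence (Bright-Glo, 10 min at room temperature) in stably transfected human U87-MG glioma cells exposed to compounds for 16 h, using GRP78 as sensor.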
# USP1-UAF1 inh: Inhibitors of USP1/UAF1: Primary Screen. actives 0.23% (n = 390,000). recombinant USP1/UAF1, Ub-Rhodamine cleavage fluorescence. Ubiquitin carboxyl-terminal hydrolase 1 (Homo sapiens), O94782. Potency, µM (doses to about 57.1 µM), for the others: top-dose activity change, negative = inhibition, actives largely listed as inhibitors; note: potency is the fitted concentration of half-maximal effect; % is set by controls: 0 for no effect and ±100 for the full control effect; nearly all actives have a fitted effect of over 60% in size; inactives centre near -12
#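 1 nM enzyme complex + cpd, 15 min RT; start with Ub-Rho 150nM final; kinetic fluorescence ex 480/em 540, 6 reads q60 s. Buffer 50mM HEPES pH 7.8, 0.5mM EDTA, 0.1 mg/ml BSA, 1mM TCEP, 0.01% Tween-20.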
# LDHA inh: qHTS assay for inhibitors of human lactate dehydrogenase | L-lactate dehydrogenase A chain (Homo sapiens), P00338 | purified LDHA, NADH/diaphorase-resazurin fluorescence; stronger effect = lower value | activity change, % (values are at about 110 or 230 µM) | actives 0.15% (n = 480,000) | AID 1347041, 2019; in the data active = activity change below about -30%; inconclusive = mostly about -25% to -30%;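 note: plate controls were DMSO wells for no effect and wells without enzyme for full effect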
#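 Human LDH5 at 2 nM final in Tris HCl pH 7.4 with 0.06 mM NADH and 0.2 mM pyruvate, reacted 5 minutes at room temperature. Remaining NADH coupled via diaphorase/resazurin; resorufin fluorescence read at 0 and 20 minutes, normalized to enzyme-free and DMSO wells.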
# PI4K2A inh: qHTS for small molecular inhibitors of PI4K2A; purified PI4K2A, ADP-Glo luminescence, 1 h; stronger effect = lower value; activity change, negative = inhibition, % at 76.9 µM; actives 0.13% (n = 420,000); in the data active = activity change below about -50%; inconclusive = mostly about -30% to -49%;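 note: -100% = wells without enzyme as full effect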
# Target sequence (Q9BTU6 whole entry, looked up): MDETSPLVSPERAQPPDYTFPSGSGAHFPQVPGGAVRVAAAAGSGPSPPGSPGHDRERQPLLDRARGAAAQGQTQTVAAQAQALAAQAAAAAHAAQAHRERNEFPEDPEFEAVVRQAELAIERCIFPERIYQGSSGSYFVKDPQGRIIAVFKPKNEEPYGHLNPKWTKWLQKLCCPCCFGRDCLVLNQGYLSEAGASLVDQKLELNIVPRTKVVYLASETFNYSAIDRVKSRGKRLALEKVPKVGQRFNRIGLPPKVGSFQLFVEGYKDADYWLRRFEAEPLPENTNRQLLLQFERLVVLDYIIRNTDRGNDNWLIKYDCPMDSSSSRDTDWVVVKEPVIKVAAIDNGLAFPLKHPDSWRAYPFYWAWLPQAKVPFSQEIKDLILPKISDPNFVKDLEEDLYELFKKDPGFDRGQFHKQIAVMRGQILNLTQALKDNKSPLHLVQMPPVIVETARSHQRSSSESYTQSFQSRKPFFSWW
#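 PI4K2A activity was measured by ADP-Glo luminescence: enzyme (4 ug/mL stock) and phosphatidylinositol (1.2 mM stock) in Tris pH 7.5/MgCl2/EGTA/Triton X-100 buffer were reacted with ATP (300 microM stock) for one hour at ambient temperature.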
# Vif-APOBEC3G blk: qHTS for Inhibitors of Vif-A3G Interactions: qHTS | DNA dC->dU-editing enzyme APOBEC-3G (Homo sapiens), Q9HC16 | HeLa A3G-eYFP + Vif (tagged APOBEC3G with the HIV-1 protein that degrades it), YFP fluorescence, overnight | Potency, µM (series often up to 46.1 µM), without a hit: top-dose activity, negative = active, most hits filed as inhibitors | actives 0.076% (n = 410,000);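 note: potency is the fitted concentration of half-maximal effect; % is set by controls: 0 for no effect and ±100 for the full control effect; nearly all actives have a fitted effect of over 60% in size; hits raise eYFP signal because A3G escapes Vif-driven loss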
#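 HeLa cells stably expressing Vif and C-terminally eYFP-tagged A3G, seeded overnight at 37 deg C, then exposed to compound by pintool overnight at 37 deg C. Rise in yellow fluorescence (Ex 488/Em 500-530, Acumen) marks blocked Vif-driven A3G degradation.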
# TrxR1 substrate: qHTS Assay for Substrates of Mammalian Selenoprotein Thioredoxin Reductase 1 (TrxR1): qHTS; AID 588456, 2011; actives 0.01% (n = 390,000); Thioredoxin reductase 1, cytoplasmic (Rattus norvegicus), O89049; purified TrxR1 substrate turnover, NADPH consumption readout; Potency, µM (top dose mostly 114 µM), for inactives: top-dose activity change, negative = substrate turnover; note: potency is the fitted concentration of half-maximal effect; % is set by controls: 0 for no effect and ±100 for the full control effect; nearly all actives have a fitted effect of over 50% in size
#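 Rat TrxR1, dispensed at 90 nM, was prereduced with 400 uM NADPH (final) for 5 min at ~22 deg C, then incubated with compound 15 min before 400 uM selenite. A first-read NADPH fluorescence drop versus no-compound background flagged substrates.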
# RXFP1 agonist: qHTS Assay for Agonists of the Relaxin Receptor RXFP1 | Potency, µM (series often up to 57.5 µM), inactives show at the highest dose activation, hits mostly activators | actives 0.3% (n = 370,000) | AID 2676, 2010 | Relaxin receptor 1 (Homo sapiens), Q9HBX9 | HEK293T-RXFP1 cAMP TR-FRET, 30 min; response scale: percent of porcine relaxin response, buffer zero; note: potency is the fitted concentration of half-maximal effect; % is set by controls: 0 for no effect and ±100 for the full control effect; nearly all actives have a fitted effect of over 60% in size; many of its hits are not listed in these tables
#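 HEK293T cells stably expressing RXFP1 were pretreated with the PDE4 inhibitor Ro 20174, exposed to compounds for 30 min at 37C, lysed, and cAMP was read by TR-FRET. Data normalized to buffer (basal) and 29 nM porcine relaxin (100%).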
# mIDH1 inhibitor: qHTS for Inhibitors of mutant isocitrate dehydrogenase 1 (IDH1): qHTS; Potency, µM (series often up to 76.6 µM), for inactives: at the top dose activity change, negative = inhibition, actives largely listed as inhibitors; AID 602179, 2012; actives 0.093% (n = 390,000); IDH1-R132H enzyme, NADPH consumption, diaphorase/resazurin fluorescence; note: potency is the fitted concentration of half-maximal effect; % is set by controls: 0 for no effect and ±100 for the full control effect; nearly all actives have a fitted effect of over 65% in size
# Target sequence (O75874 whole entry R132H, stated change not applied): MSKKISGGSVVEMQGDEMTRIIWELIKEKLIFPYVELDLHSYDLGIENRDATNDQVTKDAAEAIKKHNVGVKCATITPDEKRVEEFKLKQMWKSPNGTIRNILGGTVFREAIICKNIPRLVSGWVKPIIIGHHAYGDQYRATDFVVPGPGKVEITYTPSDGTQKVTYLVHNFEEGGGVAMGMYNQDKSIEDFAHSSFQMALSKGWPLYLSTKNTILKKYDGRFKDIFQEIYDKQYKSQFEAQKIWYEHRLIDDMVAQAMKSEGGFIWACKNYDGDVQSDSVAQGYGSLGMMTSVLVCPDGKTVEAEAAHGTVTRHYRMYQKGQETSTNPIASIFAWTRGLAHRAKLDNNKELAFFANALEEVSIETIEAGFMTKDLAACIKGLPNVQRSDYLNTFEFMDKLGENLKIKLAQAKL
#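 IDH1-R132H (0.5 ug/mL dispensed) in pH 7.5 Tris buffer was preincubated 30 min with compound, then given a substrate mix of 0.016 mM NADPH and 2 mM alpha-KG for 80 min at room temperature; remaining NADPH was read by diaphorase/resazurin fluorescence.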
# Vif-A3F inh: qHTS for Inhibitors of Vif-A3F Interactions: qHTS. HeLa A3F-eYFP + Vif (tagged APOBEC3F with the HIV-1 protein that degrades it), YFP fluorescence increase. Potency, µM (highest dose often 46.1 µM), for the others: at the top dose activity, negative = active. actives 0.2% (n = 390,000). AID 602313, 2012; note: potency is the fitted concentration of half-maximal effect; % of control where 0% means no effect; nearly all actives have a fitted effect of over 65% in size
#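 HeLa cells stably expressing Vif plus C-terminally eYFP-tagged A3F were seeded, incubated overnight at 37 deg C, dosed with compound, incubated overnight again at 37 deg C. Yellow fluorescence (Ex 488/Em 500-530) reported blocked Vif-mediated A3F-eYFP degradation.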
# An asterisk follows results filed as active; ? = inconclusive; . = no result given; [ ] = dose if it differs, or a comment. Unless noted, calls come from the whole dose curve; as a rule, active = well fitted curve in the direction sought with a large enough effect; inconclusive = small, poorly fitted or top-dose-only effect, or another doubt; inactive = no such curve, though single readings can be large; an effect the other way counts as inactive or inconclusive.
# Order of values – Glioma ERSR ind | USP1-UAF1 inh | LDHA inh | PI4K2A inh | Vif-APOBEC3G blk | TrxR1 substrate | RXFP1 agonist | mIDH1 inhibitor | Vif-A3F inh
Cc1ccc2nc(CNC(=O)C3CCC(=O)N(Cc4ccccc4F)C3)cn2c1 (stereo not drawn)
 : 0% | -17% | -6 | 3 | 1% | 32%[activator] | 5.6% | 6% | 1%
COC(=O)c1cccc(NC(=O)c2cc(OC)c(OC)c(OC)c2Br)c1
 : 3% | -7% | -7 | 3 | -1% | 7% | 1.2% | -5% | 0%
COc1ccc2[nH]c(CN3CCN(CCC(C)C)C(CCO)C3)c(C)c2c1 (stereo not drawn)
 : -4% | -10% | -1 | 2 | 2% | 12% | -0.9% | 2% | 2%
CCN(CC)S(=O)(=O)c1ccc2c(c1)nc(SCC(N)=O)n2-c1ccc(OC)cc1
 : -4% | -8% | -12 | 7 | -3% | 0%[57.1 µM] | 0.2% | 4% | 2%
O=C1NC2(CCCCCC2)Cc2ccccc21
 : -4% | -4% | -6 | 10 | 0% | 9% | 0.2% | 5% | -2%
CCn1nc(C)c(CN2CCC(C(=O)Nc3cccc(-c4cccc(F)c4)c3)CC2)c1C
 : -4% | -4% | -1 | -3 | 0% | -7% | 2.1% | -13% | 5%
Cn1nnnc1SCCNCc1ccc(OCc2ccc(Cl)cc2)cc1
 : -2% | -26% | 3 | 3 | -3% | 0% | 1.6% | 7% | 13%
CC(C)(C)OC(=O)COc1cc(F)ccc1[N+](=O)[O-]
 : -5% | ? | -3 | 1 | -5% | -1% | -0.1% | -11% | 0%
C[C@H](CO)N1C[C@H](C)[C@@H](CN(C)C(=O)Nc2ccc3c(c2)OCO3)Oc2c(NC(=O)Cc3ccccc3)cccc2C1=O
 : -2% | -19% | 6 | -2 | 2% | -2% | . | 3% | 7%
Cc1ccc(S(=O)(=O)N(C(=O)c2ccncc2)c2ccc(OC(=O)c3ccncc3)cc2)c(C)c1
 : -5% | -1% | -6 | 6 | 0% | -6% | -1.1% | 8% | 8%
CCOCCCNC(=O)C1CCCN(S(=O)(=O)CC)C1 (stereo not drawn)
 : 1% | -15% | -6 | 2 | 0% | -1% | 0.2% | 1% | -4%
CN1CCN(c2nc3c(c(=O)[nH]c(=O)n3C)n2CCCSc2nnnn2-c2ccccc2)CC1
 : -4% | -17% | 2 | 0 | -4% | -6%[57.1 µM] | -1.1% | 4% | -19%
O=C1CC2C(=O)NCCN2C(=NC(=O)c2ccccc2)N1 (stereo not drawn)
 : -3% | -10% | -7 | 4 | -1% | 6%[57.1 µM] | 0.8% | 21% | -10%
CCOc1ccccc1C1CC(=O)NC2=C1C(=O)CCC2 (stereo not drawn)
 : 1% | 0% | -2 | -6 | ? | 7%[57.1 µM] | 0.9% | -1% | 0%
O=C(NCc1ccc(Cl)cc1)c1cnc2sc(N3CCCC3)nn2c1=O
 : -4% | 8% | -2 | -1 | -1% | 11%[57.1 µM] | 6.0% | -5% | -9%

# Continued, starting with the last 2 of the part before.
# Order of values – Glioma ERSR ind | USP1-UAF1 inh | LDHA inh | PI4K2A inh | Vif-APOBEC3G blk | TrxR1 substrate | RXFP1 agonist | mIDH1 inhibitor | Vif-A3F inh
CCOc1ccccc1C1CC(=O)NC2=C1C(=O)CCC2 (stereo not drawn)
 : 1% | 0% | -2 | -6 | ? | 7%[57.1 µM] | 0.9% | -1% | 0%
O=C(NCc1ccc(Cl)cc1)c1cnc2sc(N3CCCC3)nn2c1=O
 : -4% | 8% | -2 | -1 | -1% | 11%[57.1 µM] | 6.0% | -5% | -9%
CCOC(=O)c1c(-c2cccc([N+](=O)[O-])c2)csc1NC(=O)CCCOc1ccccc1
 : -2% | -8% | -7 | -4 | -7% | 3% | -0.5% | 0% | -14%
COc1ccc(Oc2c(C)oc3c(CN4CCOCC4)c(O)ccc3c2=O)cc1
 : -4% | 5% | -6 | 3 | 6% | 31% | 4.2% | 10% | -5%
Cc1ccc2nc(SCC(=O)NCC3CCCO3)c(C#N)cc2c1 (stereo not drawn)
 : -2% | 6% | -4 | -6 | 1% | 9%[57.1 µM] | ? | 2% | 1%
O=C(Nc1ccccc1)c1ccc2c(c1)OCO2
 : 1% | -11% | 4 | -10 | 0% | 3%[57.1 µM] | 1.8% | 14% | -6%
COc1ccc(-c2nc(N3CCN(C)CC3)sc2-c2ccc(OC)cc2)cc1
 : 0% | -21% | 5 | 4 | 2% | 2%[57.1 µM] | 0.5% | 8% | -2%
N#CCSc1nc(N)c(C#N)c(C2CCCCC2)c1C#N
 : -3% | -5% | 2 | -2 | -15% | -15% | 12% | 4% | -8%
Cc1[nH]c2ccccc2c1C(=O)CSc1nc2ccccc2[nH]1
 : 1% | -9% | 0 | -4 | 0% | -9% | 2.8% | 7% | 5%
Cc1cccc(NC(=O)C2CCN(S(=O)(=O)c3ccc4c(c3)NC(=O)CO4)CC2)c1
 : -3% | -18% | -2 | 8 | -3% | 1% | -1.7% | 0% | 3%
CCCCn1c(=O)[nH]c(=O)c2c1nc(-c1cc3c(cc1Br)OCO3)n2C
 : -4% | -19% | -3 | 0 | -1% | 10% | 3.4% | 2% | -4%
O=C(CSc1ccccn1)N/N=C/c1c[nH]c2ccccc12
 : 1% | -11% | 1 | -19 | -3% | 0% | -3.0% | 2% | -18%
O=C(Nc1ccc(O)cc1)C1CC=CCC1 (stereo not drawn)
 : 1% | ? | 31 | -12 | 2% | -3% | -0.1% | 2% | 4%
CC(=O)N1CCN(C(=O)CCCNC(=O)c2ccc(Cl)cc2)CC1
 : -1% | -22% | -2 | -1 | -8% | 4% | . | -10% | 1%
O=C(Nc1ccc(N2CCN(C(=O)c3ccc(Cl)cc3)CC2)cc1)c1ccc(Br)o1
 : -5% | -2% | -4 | -6 | 0% | -4% | 0.5% | 0% | .
Cc1occc1C(=O)N/N=C/c1ccc2c(c1)OCO2
 : -14% | -20% | 1 | -65* | -6% | -7% | 0.0% | 10% | 12%
COc1ccccc1CNC(=O)c1ccc(CSc2nc3ccncc3n2Cc2ccccc2C)cc1
 : 0% | -8% | -1 | 3 | -6% | -9% | 2.5% | 9% | -3%

# Ordered by the number under USP1-UAF1 inh (ascending): three of the compounds above
compound,USP1-UAF1 inh
CC(=O)N1CCN(C(=O)CCCNC(=O)c2ccc(Cl)cc2)CC1,-22%
Cc1cccc(NC(=O)C2CCN(S(=O)(=O)c3ccc4c(c3)NC(=O)CO4)CC2)c1,-18%
CCOC(=O)c1c(-c2cccc([N+](=O)[O-])c2)csc1NC(=O)CCCOc1ccccc1,-8%

# PI4K2A inh: hit marks shown above.
Molecule | Glioma ERSR ind | USP1-UAF1 inh | PI4K2A inh | TrxR1 substrate | mIDH1 inhibitor
Cc1occc1C(=O)N/N=C/c1ccc2c(c1)OCO2 | -14% | -20% | -65* | -7% | 10%

# (more compounds)
# Order of values – Glioma ERSR ind | USP1-UAF1 inh | LDHA inh | PI4K2A inh | Vif-APOBEC3G blk | TrxR1 substrate | RXFP1 agonist | mIDH1 inhibitor | Vif-A3F inh
O=C(CN1CCN(Cc2ccccc2Cl)CC1)N/N=C/c1ccco1
 : -3% | -15% | 8 | 1 | -2% | 6%[57.1 µM] | 3.4% | 2% | -4%
Cc1ccc(S(=O)(=O)NCCCC(=O)N2CCC(C)CC2)cc1
 : -2% | -16% | -5 | -1 | -3% | -3%[57.1 µM] | -3.6% | 0% | -12%
CCOc1ccc(S(=O)(=O)N2CCC(C(=O)NCc3ccco3)CC2)cc1
 : -2% | -1% | -5 | 5 | -1% | 1% | -0.5% | -3% | -24%
CN(C(=O)c1cccc(NC(=O)Cc2cccc(NC(=O)C3CCN(C(=O)C4CCC4)CC3)c2)c1)C1CC1
 : 3% | -19% | -10 | -2 | -2% | 1% | . | -10% | 12%
Cc1oc(-c2ccc3c(c2)OCCO3)cc1C(=O)NC(Cc1ccccc1)C(=O)O (stereo not drawn)
 : 1% | -15% | -2 | 1 | 2% | -6%[57.1 µM] | -0.3% | 4% | 0%
Cc1ccc(C(=O)OCC(=O)NCc2ccccc2)s1
 : -2% | -16% | 0 | 3 | -7% | . | . | -6% | 2%
Cc1ccc2nc(N=C(N)N)nc(C)c2c1
 : -6% | -14% | -9 | -16 | 2% | 11%[57.1 µM] | 3.6% | 0% | -4%
CCCCn1c(=O)c2oc3ccccc3c2n(CC(=O)Nc2cccc(Cl)c2)c1=O
 : -2% | 19% | -2 | -3 | 1% | -3% | 0.1% | -7% | 10%
COc1cccc(C2=Nc3cccc4cccc(c34)N2)c1
 : -1% | ? | 10 | -9 | -2% | 4%[57.1 µM] | 3.2% | 22% | 13%

# A portion of the library, so the mix of outcomes need not match the whole.
